Compound activity as filed in PubChem BioAssay.
PrPC TRFRET: inhibitors of human cell surface prion protein PrPC; AID 720596; P04156; TR-FRET read-out; inhibition, % at 13.8 µM; 370,000 tested, 0.43% active; in the data active = inhibition above about 24%; also: 0% = median of the test wells and 100% = reference compound wells
Anthrax LF prot: inhibitors of Bacillus anthracis lethal factor protease | P15917 | multiplex microsphere protease cleavage assay, LF | inhibition, % at 10 µM | 360,000 tested, 0.12% active | AID 588501; also: plate controls were buffer without enzyme for full effect and enzyme alone for no effect
MazEF act: activators of E. coli MazEF toxin-antitoxin RNase | P0AE70 | FAM/BHQ RNA-DNA oligo cleavage fluorescence, 5 h | activation, % at 20 µM | 350,000 tested, 0.32% active; in the data active = activation above about 50%
Target sequence (P0AE70 whole entry, looked up): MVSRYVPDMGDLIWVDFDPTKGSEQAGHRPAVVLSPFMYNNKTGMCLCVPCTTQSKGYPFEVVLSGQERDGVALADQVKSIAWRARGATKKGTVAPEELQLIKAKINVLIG
CCHFV vOTU inh: CCHFV vOTU protease inhibition; inhibition, % at 11.5 µM; Pep-AMC fluorescence; 370,000 tested, 0.55% active; in the data active = inhibition above about 30%; also: 0% = vehicle wells with enzyme and 100% = no enzyme wells
Rv3671c inh: Rv3671c (M. tuberculosis) protease inhibition; P9WHR9; inhibition, % at 5.96 µM; 320,000 tested, 0.048% active; in the data active = inhibition above about 38%;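 also: extracellular domain of Rv3671c used as enzyme; 0% = enzyme with DMSO and 100% = no enzyme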
Target sequence (P9WHR9 whole entry, looked up, the tested form may be a part): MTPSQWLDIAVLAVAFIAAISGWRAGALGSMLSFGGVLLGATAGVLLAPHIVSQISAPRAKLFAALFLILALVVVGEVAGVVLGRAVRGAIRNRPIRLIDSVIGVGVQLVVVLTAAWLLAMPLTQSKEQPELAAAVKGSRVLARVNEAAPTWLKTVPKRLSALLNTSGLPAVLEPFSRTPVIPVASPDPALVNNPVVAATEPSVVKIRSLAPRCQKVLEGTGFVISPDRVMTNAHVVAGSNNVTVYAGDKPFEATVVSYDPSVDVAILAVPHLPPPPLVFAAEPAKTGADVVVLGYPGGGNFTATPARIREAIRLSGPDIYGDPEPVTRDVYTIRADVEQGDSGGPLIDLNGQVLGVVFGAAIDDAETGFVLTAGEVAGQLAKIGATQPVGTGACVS
DUSP3 inh: blocks human VHR1 dual specificity phosphatase; 290,000 tested, 0.52% active; inhibition, % at 13.3 µM; recombinant VHR phosphatase, pNPP absorbance; P51452; AID 1654; in the data active = inhibition above about 50%; also: some compounds called inactive have numbers as strong as hits
Target sequence (P51452 whole entry, looked up): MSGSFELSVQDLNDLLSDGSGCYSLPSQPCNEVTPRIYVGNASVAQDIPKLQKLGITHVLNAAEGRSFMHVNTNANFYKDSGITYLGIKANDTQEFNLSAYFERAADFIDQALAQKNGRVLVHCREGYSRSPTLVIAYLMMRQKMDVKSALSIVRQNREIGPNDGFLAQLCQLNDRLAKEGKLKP
BoNT-F LC inh: blocks Botulinum neurotoxin F light chain protease; 360,000 tested, 0.22% active; AID 588497; Multiplex microsphere protease cleavage assay, flow cytometry; inhibition, % at 10 µM; in the data active = inhibition above about 35%, passing the limit was not always enough; inconclusive = no clear call, values can overlap the other calls; also: plate controls were buffer without enzyme for full effect and enzyme alone for no effect
BoNT-A LC inh2: blocks Botulinum neurotoxin A light chain protease | multiplex microsphere protease substrate cleavage, flow cytometry | inhibition, % at 10 µM | 360,000 tested, 0.17% active; also: plate controls were buffer without enzyme for full effect and enzyme alone for no effect
SARS 3CLpro inh: SARS-CoV 3CLpro protease inhibition; P0C6X7; recombinant SARS-CoV 3CLpro, quenched FRET peptide cleavage; inhibition, % at 6 µM; 290,000 tested, 0.14% active; in the data active = inhibition above about 12%
PriA SSB inh: K. pneumoniae PriA-SSBct interaction inhibition | AlphaScreen SSBct-PriA binding, biotinylated peptide | inhibition, % at 33 µM | 430,000 tested, 0.6% active | AID 1272365; in the data active = inhibition mostly above about 37%, no sharp cut-off; inactive = mostly below about 20%;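 also: plate controls were negative control peptide for no effect and reference peptide for full effect; strong numbers were not always called active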
Starred values were filed as active, the others as inactive; ? = inconclusive; . = no result given; & = joins results of further samples. Rule as the data show it, unless noted: active = inhibition above about 30%; inconclusive = no clear call, values can overlap the other calls; inactive = below that. These rows are one share of the data; rates above refer to the full screens.

SMILES	PrPC TRFRET	Anthrax LF prot	MazEF act	CCHFV vOTU inh	Rv3671c inh	DUSP3 inh	BoNT-F LC inh	BoNT-A LC inh2	SARS 3CLpro inh	PriA SSB inh
CCOC(=O)[C@H]1[C@H]2COc3ccc(OC)cc3[C@@H]2N2C(=O)c3ccc(C)cc3NC(=O)[C@@]12C	2	-7	11	-8	-10	.	4	-0.3	.	7
CC1(OC(=O)CCc2ccccc2)C(=O)C=C2C=C3CCCN3C=C2C1=O (centres undefined)	-11	-2	-1	8	-9	-4	-6	-0.2	.	10
CC(C)c1ccc(C2CC(=O)c3cnc(N4CCc5ccccc5C4)nc3C2)cc1 (centres undefined)	1	4	-1	0	-25	-1	8	3.9	1	-1
CCN(CC)S(=O)(=O)c1ccc(C(=O)OCC(=O)N2CCOCC2)cc1	1	3	3	3	4	7	24	-3.0	0	-3
CCN(CC)CCN1C(=O)C(=O)/C(=C(/O)c2ccc(S(=O)(=O)N3CCOCC3)cc2)C1c1ccc(C(C)(C)C)cc1 (centres undefined)	.	2	0	.	0	17	-4	-1.9	-6	.
c1ccc2nc(-c3nc4ccccc4o3)ccc2c1	-24	-3	-7	-28	-8	-14	0	0.3	-2	-14
COc1ccc(CC(=O)Nc2ccc(F)c(Cl)c2)cc1S(=O)(=O)N1CCOCC1	1	-6	1	-4	7	.	-2	-1.4	.	-2
Cc1ccc(-c2nc(CS(=O)(=O)CC(=O)NCCCN3CCOCC3)c(C)o2)cc1	4	-3	1	3	-4	19	-6	0.7	3	7
Cc1cc2[nH]c3ccccc3c2c(C)n1	1	3	8	-4	-5	-2	8	3.4	-5	-7
O=C(NCCC(=O)N1CCc2ccccc21)c1ccco1	1	8	6	17	5	-11	5	0.2	-1	0
Cc1ccc(C)c(NC(=O)CCC(=O)NNC(=O)c2cccc([N+](=O)[O-])c2)c1	-20	1	-3	13	0	-11	-4	?	0	-13
COc1ccccc1S(=O)Cc1ccc(C(=O)NC2CCCC2)o1 (centres undefined)	-2	-12	4	-1	5	-6	-14	-1.5	-3	-8
CC(C)CN(C(=O)COc1ccc2ccc(=O)oc2c1)C1CCS(=O)(=O)C1 (centres undefined)	-6	0	-3	10	1	12	-4	-1.6	-2	1
CCC(C)C(=O)Nn1c(C2CC2)nc2cc(OC)c(OC)cc2c1=O (centres undefined)	-2	2	6	-11	4	17	-2	-0.8	8	-5
CCC(=O)Nc1ccc(C(=O)Nc2ccc3c(c2)C(=O)N(CC2CCCO2)C3=O)cc1 (centres undefined)	-2	0	1	4	-10	7	6	0.1	5	-6
CC/C(=N\Nc1ccccc1[N+](=O)[O-])c1ccc(O)cc1	-5	-4	7	20	10	-3	-5	1.1	4	.
CC1CCCN(C(=O)N2c3ccccc3Sc3ccccc32)C1 (centres undefined)	4	-5	-1	15	1	18	-2	0.1	1	-29
O=C(c1cccnc1Cl)N(Cc1ccccc1)Cc1ccccc1	-8	2	2	7	-4	8	-4	-0.2	2	-13
O=C(C1CCCC1)N1CCC(CC2CC(c3ccc(Cl)cc3)=NO2)(C(=O)NCC2CCCCC2)CC1 (centres undefined)	-11	-9	6	13	6	20	12	-0.1	2	0
COc1ccc(C2c3[nH]c4ccccc4c3CCN2Cc2ccoc2)c(F)c1 (centres undefined)	2	-6	13	-2	-11	22	-5	0.1	0	6
OC(COc1ccccc1)CN1CCCCC1 (centres undefined)	-1	-4	-11	-9	.	.	-2	-0.5	.	0
O=C(Cn1nnc(-c2ccc(S(=O)(=O)N3CCCC3)cc2)n1)NCC1CCCO1 (centres undefined)	-1	1	-4	-1	-2	8	-3	-1.1	-4	-8
O=C(/C=C/c1ccccc1)NC(=S)NNC(=O)c1cnccn1	3	-22	14	-10	5	8	?	2.2	-3	83*
O=c1c(-c2nnc(SCc3ccc(Cl)cc3Cl)o2)cccn1Cc1ccccc1	-6	0	-4	-20	-17	31	-1	?	2	-7
COc1ccc(/C=C/c2nnc(NC(=O)c3ccco3)s2)cc1	-11	8	9	12	-19	-2	2	-0.4	0	2
CC1(C)N=C(N)N=C(N)N1c1ccc(OCC(=O)Nc2ccccc2)c(Cl)c1	0	-3	7	-6	.	.	1	-0.2	.	.
O=C(O)C(Cc1ccccc1)N1C(=O)C2CCCCC2C1=O (centres undefined)	2	-8	12	-10	-14	0	4	0.7	2	-5
CCN(C[C@H]1N[C@@](Cc2ccccc2)(C(=O)OC)[C@H]2C(=O)N(C)C(=O)[C@@H]12)S(=O)(=O)c1ccccc1	1	4	7	9	5	.	-3	-0.5	.	-4
N#C/C(=C\c1ccc(Cl)cc1)c1nc(-c2ccco2)cs1	-5	-1	10	-5	-10	25	-2	0.8	-4	7&-2
CCN(CC)S(=O)(=O)c1ccc(NC(=O)C2COc3ccccc3O2)cc1 (centres undefined)	9	-6	1	3	-19	-25	-11	-0.3	-4	-22

The list goes on, starting with the last 4 of the part before.
SMILES	PrPC TRFRET	Anthrax LF prot	MazEF act	CCHFV vOTU inh	Rv3671c inh	DUSP3 inh	BoNT-F LC inh	BoNT-A LC inh2	SARS 3CLpro inh	PriA SSB inh
O=C(O)C(Cc1ccccc1)N1C(=O)C2CCCCC2C1=O (centres undefined)	2	-8	12	-10	-14	0	4	0.7	2	-5
CCN(C[C@H]1N[C@@](Cc2ccccc2)(C(=O)OC)[C@H]2C(=O)N(C)C(=O)[C@@H]12)S(=O)(=O)c1ccccc1	1	4	7	9	5	.	-3	-0.5	.	-4
N#C/C(=C\c1ccc(Cl)cc1)c1nc(-c2ccco2)cs1	-5	-1	10	-5	-10	25	-2	0.8	-4	7&-2
CCN(CC)S(=O)(=O)c1ccc(NC(=O)C2COc3ccccc3O2)cc1 (centres undefined)	9	-6	1	3	-19	-25	-11	-0.3	-4	-22
Cc1ccccc1CN1CCN(c2nc3ccccc3s2)CC1	-8	-7	-2	5	-5	14	8	-1.8	-2	-4
Cn1ncc([N+](=O)[O-])c1C(=O)N/N=C/c1ccc(F)cc1	-14	1	1	-20	-2	-8	-3	0.0	4	.
COc1ccc(NC(=O)Cn2nnc3sc4c(c3c2=O)CC(C)(C)OC4)cc1	-17	-16	7	-15	-5	21	?	-3.4	0	-18
Cc1ccccc1-c1nnn(CC(=O)c2ccc(S(=O)(=O)N3CCCC3)cc2)n1	5	3	7	7	-27	14	8	-0.3	6	-8
COc1cc(OC)cc(OC(=O)C2CCN(C(=O)c3ccc(F)cc3)CC2)c1	2	0	1	8	-4	.	-6	-4.0	.	-16
COc1ccc(N=C2CC(C)(C)CC(=O)/C2=C(/O)c2ccccc2)cc1	-1	1	-4	0	2	26	0	-0.1	0	.
COc1cc(NC(=O)Nc2cccc([N+](=O)[O-])c2)cc(OC)c1	-8	-6	1	4	-23	25	-8	-0.6	4	18
COc1cc(OC)cc(C(=O)Nc2nc(CC(=O)NCc3ccc(F)cc3)cs2)c1	6	.	10	8	-9	.	.	.	.	0
COc1cccc(-c2cc(C(F)(F)F)n3nc(N)nc3n2)c1	-8	-1	-2	6	-4	4	-4	-0.7	0	-11
O=C(c1ccco1)N1CCN(C(=O)C(c2ccccc2)c2ccccc2)CC1	4	-4	1	-1	-1	20	2	-0.2	1	-6
Cc1ccc(N2CC(C(=O)Nc3cc(S(=O)(=O)N4CCCCC4)ccc3C)CC2=O)cc1 (centres undefined)	7	-1	-24	1	.	.	-3	-0.3	.	.
CCOC(=O)c1sc(NC(=O)/C=C/c2ccccc2)nc1C	5	-1	2	3	7	0	-5	-0.6	0	0
O=C(CSc1ncccn1)N1CCc2ccccc2C1	4	2	5	-7	7	-7	3	0.3	-1	3
Cc1cccc(OCc2nnc(SCc3nc4ccccc4c(=O)[nH]3)o2)c1	4	2	1	19	5	-6	-2	-0.1	-4	-6
Cc1cc(C)cc(NC(=O)c2ccc(S(=O)(=O)NCc3cccnc3)cc2)c1	-1	-11	8	14	-3	18	1	-1.0	5	-4
COc1ccc(N2CCN(C3CCCN(S(=O)(=O)c4ccccc4)C3)CC2)cc1 (centres undefined)	-2	.	-3	-1	4	6	.	.	2	15
O=C(Cn1nc(-c2ccccc2)ccc1=O)Nc1ccc(N2CCN(C(=O)c3ccccc3)CC2)cc1	-10	-1	-5	10	8	13	0	0.8	-7	7
COCCNC(=O)C1(C)CCCN(C(=O)c2cccc(C#N)c2)C1 (centres undefined)	-6	-5	.	-6	.	.	7	0.1	.	.
CC(C)(C)c1nc2ccc(NS(=O)(=O)c3ccc(F)c(F)c3F)cc2[nH]1	-3	-3	1	1	1	10	-4	-1.6	-5	2
O=C(c1cc(-c2cccc(O)c2)on1)N1CCN(C(c2ccccc2)c2ccccc2)CC1	2	-4	-3	2	-101	19	8	0.1	2	7
COC(=O)c1nc(NC(=O)c2cc(OC)c(OC)c(OC)c2)n[nH]1	0	1	4	1	3	7	6	0.6	-2	3
Nc1c(C(=O)CSc2nccn2-c2ccc(Cl)cc2)c(=O)[nH]c(=O)n1C1CC1	-4	.	1	-10	8	.	.	.	.	-11
O=C(O)C1CC(c2cccc(Br)c2)=NO1 (centres undefined)	8	-4	4	2	2	-6	-19	-1.6	2	-9
O=C(COc1coc(CN2CCc3ccccc3C2)cc1=O)Nc1ccc([N+](=O)[O-])cc1	-3	-1	9	9	-14	.	2	5.5	.	9
CCCCn1c(SCN2C(=O)c3ccccc3C2=O)nc2cc(S(N)(=O)=O)ccc21	0	-3	2	-2	.	2	-2	-0.3	-3	3
CC1(C)CC(=O)c2cnc(NC(=O)CSc3nc4ccccc4o3)nc2C1	4	-3	14	19	3	4	-33	-1.2	1	-5
CC1CCc2sc(C(=O)NCC3CCCO3)cc2C1 (centres undefined)	6	-2	3	2	.	.	1	2.6	.	-6
CC(C)c1ccc(N(CC(=O)NCc2ccco2)C(=O)CCC(=O)Nc2ccccn2)cc1	-5	-3	-4	9	9	6	-10	-2.6	1	-11
Cc1cc(Cl)cc(C)c1OCCCCn1ccnc1	4	-2	-6	-1	4	8	-10	0.4	-2	12
O=c1[nH]c(=S)n(-c2cccc(Cl)c2)c(O)c1/C=N/N1CCOCC1	3	-5	1	-13	-1	-1	?	-5.2	3	.
COc1ccc(NC(=O)CCc2nnc3ccc(NCc4ccc5c(c4)OCO5)nn23)cc1	4	-1	2	17	-4	14	-5	-1.7	-5	-4
CCN1C(=O)/C(=C/N2CCc3ccccc32)SC1=S	.	5	-329	.	-4	-2	-1	2.3	5	-5
N/C(COc1ccc(Cl)cc1Cl)=N\NS(=O)(=O)c1ccccc1	8	6	-6	-13	-5	-2	7	0.1	2	.
O=C(NNC(=O)[C@H]1CC=CC[C@H]1C(=O)O)c1ccc(Cl)cc1Cl	6	-6	9	1	-11	-9	2	0.2	3	-12
O=C1C2CCC(C2)C1CN1CCOCC1 (centres undefined)	4	-6	4	-3	.	.	0	-0.6	.	-12
O=c1[nH]c2ccccc2n1C1CCN(C(CCc2ccccc2)c2nnnn2C2CCCC2)CC1 (centres undefined)	-6	-2	.	6	.	.	4	-0.1	.	.
CCN(CC)S(=O)(=O)c1cc(NC(=O)CSCc2c(C)noc2C)ccc1C	3	-2	-1	-1	6	.	0	0.3	.	1
Cc1cc2ncn(CC(C)C)c2cc1C	-3	-5	-6	9	4	26	8	-0.4	2	-5
CCN1CCN(c2ccc(S(=O)(=O)N3CCOCC3)cc2NC(=O)CC(NC(C)=O)c2ccccc2)CC1 (centres undefined)	5	-6	1	-9	.	.	-10	0.5	.	-3
CC1=CC(C)=Nc2ccc(C)cc2N1	1&-7	3&-1	-25&-16	-9&-13	2&2	4&4	-9&0	0.5&2.5	2&-3	-1
Clc1ccc(-c2cn3c(n2)-c2ccccc2C3)cc1Cl	8	-4	2	-6	2	13	6	0.1	1	12
Cc1cc(-c2cc(C(=O)Nc3ccccc3)on2)nc(NCC2CC2)n1	2	5	5	18	-3	.	3	0.1	.	6
